Screening results: PubChem BioAssay, National Center for Advancing Translational Sciences (NCATS)
ATXN2 expr inh = ATXN2 expression inhibition | HEK-293 ATXN2-luciferase reporter, luminescence, 24 h | Potency, µM (top dose mostly 57 µM), for inactives: at the highest dose activity change, negative = inhibition, actives largely listed as inhibitors | 360,000 tested, 0.72% active | AID 1745845; note: % is set by controls: 0 for no effect and ±100 for the full control effect; nearly all actives have a fitted effect of over 55% in size
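ATXN2-luciferase reporter cells (luciferase flanked by upstream and downstream ATXN2 gene portions) were treated 24 h at 37 °C with compounds at up to 57 uM. SteadyGlo luminescence gave expression; GF-AFC fluorescence gave viability.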
MCF10A rereplic = induces DNA re-replication in MCF 10a normal breast cells; MCF 10A DNA re-replication, Hoechst nuclear intensity, 48 h; Potency, µM (top dose mostly 46.1 µM), inactives show at the top dose activity, positive = re-replication, usual class: activators; 350,000 tested, 2.9% active; AID 624296; note: % of control where 0% means no effect; nearly all actives have a fitted effect of over 50% in size
Nrf2 activator = activates Nrf2 signaling. Potency, µM (top dose mostly 46.1 µM), without a hit: at the highest dose activation, usual class: activators. AREc32 ARE-luciferase reporter (MCF7-derived line), luminescence, 24 h. 410,000 tested, 0.31% active; note: % of control where 0% means no effect; nearly all actives have a fitted effect of over 65% in size
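AREc32 cells carrying an ARE-driven firefly luciferase reporter were seeded at 1000 cells/well in OPTI-MEM with 5% FBS, then exposed to compound for 24 hr at 37 deg C. Luminescence was read with Steady-Glo after 30 min at RT.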
TGFb inhibitor = inhibitors of TGF-b signaling; HepG2 CAGA-GFP TGF-b/SMAD3 reporter, GFP fluorescence, 18 h; TGF-beta stimulated, 500 pg/mL final; Potency, µM (highest dose often 46.1 µM), inactives show at the top dose activity, negative = inhibition, most hits filed as inhibitors; 410,000 tested, 1.2% active; note: % is set by controls: 0 for no effect and ±100 for the full control effect; nearly all actives have a fitted effect of over 65% in size
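Per well, imaged GFP fluorescence of HEPG2 CAGA-GFP cells gives the signal; cells get compound, then TGF-beta (500 pg/mL final), 18 h at 37 degrees C; %Activity versus -TGF-beta and +DMSO controls.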
HepG2 tox = HepG2 cytotoxicity, counter-screen for TGF-b inhibitors; Potency, µM (highest dose often 46.1 µM), without a hit: at the top dose activity change, negative = cytotoxicity, actives largely listed as cytotoxic; 410,000 tested, 0.76% active; HepG2 CAGA-GFP viability, ATP luminescence, 18 h; note: some results filed as inactive show a strong effect at the top dose
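HepG2 CAGA-GFP cells (1000/well, DMEM with 1% FBS) received compound, then TGF-beta at 500 pg/mL final, and were incubated 18 hours at 37 degrees C. Viability was read by CellTiter-Glo luminescence. Media-only wells were set as complete cell-killing and DMSO as no toxicity.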
Nrf2 block = blocks Nrf2 signaling; A549 ARE-Fluc reporter, luciferase luminescence, 18-24 h; Potency, µM (top dose mostly 46 µM), inactives show at the highest dose activity change, negative = inhibition, usual class: inhibitors; 360,000 tested, 2.1% active; AID 504444; note: % is set by controls: 0 for no effect and ±100 for the full control effect; nearly all actives have a fitted effect of over 60% in size
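Reporter: ARE-Fluc in A549. Exposure: 18-24 h, 37 °C, 5% CO2, 5% FBS OPTI-MEM. Readouts: fluorescent cytotoxicity (CellTiter-Fluor), then luminescent Nrf2 signal after BugLite.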
EPAC2 antag = blocks human EPAC2 exchange factor | Q8WZA2 | Potency, µM (top dose mostly 114 µM), without a hit: top-dose activity, negative = inhibition, usual class: inhibitors | 360,000 tested, 0.18% active | AID 720708 | EPAC2 GEF exchange of Rap1B-BODIPY-GDP, fluorescence; note: % is set by controls: 0 for no effect and ±100 for the full control effect; nearly all actives have a fitted effect of over 45% in size; many of its hits are not listed in these tables
Target sequence (Q8WZA2 whole entry, looked up): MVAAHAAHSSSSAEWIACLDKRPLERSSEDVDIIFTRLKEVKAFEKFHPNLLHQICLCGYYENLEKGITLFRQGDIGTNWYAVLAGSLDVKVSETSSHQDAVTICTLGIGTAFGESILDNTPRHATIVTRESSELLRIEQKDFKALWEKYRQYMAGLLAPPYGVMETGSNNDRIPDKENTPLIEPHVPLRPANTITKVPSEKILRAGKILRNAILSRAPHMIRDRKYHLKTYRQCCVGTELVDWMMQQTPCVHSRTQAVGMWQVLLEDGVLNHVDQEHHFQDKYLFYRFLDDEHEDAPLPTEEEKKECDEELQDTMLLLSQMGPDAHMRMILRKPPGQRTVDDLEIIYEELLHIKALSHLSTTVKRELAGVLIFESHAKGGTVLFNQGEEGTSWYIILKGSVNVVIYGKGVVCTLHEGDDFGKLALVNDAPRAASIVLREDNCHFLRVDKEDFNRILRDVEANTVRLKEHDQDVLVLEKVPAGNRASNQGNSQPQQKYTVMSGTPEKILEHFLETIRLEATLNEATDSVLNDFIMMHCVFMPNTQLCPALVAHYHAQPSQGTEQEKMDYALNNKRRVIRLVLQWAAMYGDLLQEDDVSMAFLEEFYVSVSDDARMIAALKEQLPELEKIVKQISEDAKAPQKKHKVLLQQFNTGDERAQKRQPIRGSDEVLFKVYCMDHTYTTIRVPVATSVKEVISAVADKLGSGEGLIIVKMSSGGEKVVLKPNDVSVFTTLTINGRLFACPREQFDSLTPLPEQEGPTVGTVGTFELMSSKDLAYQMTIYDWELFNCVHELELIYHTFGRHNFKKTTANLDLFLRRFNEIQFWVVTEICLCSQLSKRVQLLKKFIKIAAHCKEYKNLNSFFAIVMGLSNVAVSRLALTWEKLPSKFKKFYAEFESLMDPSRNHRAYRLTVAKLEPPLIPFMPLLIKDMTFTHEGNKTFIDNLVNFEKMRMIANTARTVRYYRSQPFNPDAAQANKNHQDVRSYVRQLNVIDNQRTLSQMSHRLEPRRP
ATXN viability = reduces viability in counter-screen for ATXN expression inhibitors | S2 cells (HEK-293 line with an ATXN2-luciferase reporter) viability, CellTiter-Fluor protease fluorescence, 24 h | Potency, µM (doses to about 56.7 µM), most hits filed as cytotoxic | 400,000 tested, 0.49% active; note: nearly all actives have a fitted effect of over 40% in size
A549 tox = counter-screen for Nrf2 inhibitors: cytotoxicity in A549 cells; A549 ARE-Fluc cells, CellTiter-Fluor viability, 18-24 h; Potency, µM (top dose mostly 46 µM), for the others: top-dose activity change, negative = cytotoxicity, usual class: inhibitors; 390,000 tested, 0.16% active; note: % is set by controls: 0 for no effect and ±100 for the full control effect
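A549 ARE_Fluc cells in 5% FBS OPTI-MEM were exposed to compounds in concentration-response for 18-24 h at 37 deg C. Viability was read by CellTiter-Fluor fluorescence (Ex 405/Em 525) after 30 min, before the luciferase read.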
Starred values were filed as active, the others as inactive; i = inactive; u = inconclusive; x = no result given; [ ] = remark or other dose. Calls come from the whole dose curve; as a rule, active = well fitted curve in the direction sought with a large enough effect; inconclusive = small, poorly fitted or top-dose-only effect, or another doubt; inactive = no such curve, though single readings can be large; an effect the other way counts as inactive or inconclusive. Potency is the fitted concentration of half-maximal effect. A portion of the library. The share of hits here may be higher or lower than overall.

SMILES	ATXN2 expr inh	MCF10A rereplic	Nrf2 activator	TGFb inhibitor	HepG2 tox	Nrf2 block	EPAC2 antag	ATXN viability	A549 tox
CC(=O)N1CC2(CC(c3ccccc3C(F)(F)F)=NO2)CN1c1ccc(Cl)cc1 (stereo not drawn)	-23%	x	-0.4%	-1%	-26%	x	-11%	i	x
Cc1ccc(S(=O)(=O)N2CCOCC2)cc1C(=O)OC1CCCCC1=O (stereo not drawn)	3%	-6%	0.0%	5%	3%	-3%	11%	i	3%
O=C(CCc1ccccc1)NCc1nc2cccnc2n1Cc1ccc(F)cc1	x	x	0.6%	-28%	-31%	x	x	x	8%
COc1ccc2[nH]c(CN3CCN(CCC(C)C)C(CCO)C3)c(C)c2c1 (stereo not drawn)	-14%	3%	0.5%	-2%	-26%	0%	0%	x	u
Cc1ccc(S(=O)(=O)N2CCN(c3nc(-c4ccccc4)nc4ccccc34)CC2)cc1	x	x	x	9%	5%	29%	x	x	-2%
Cn1c(=O)[nH]c(=O)c2c1nc(CN1CCOCC1)n2Cc1ccccc1	1%	3%	-0.9%	16%	-1%	-3%	-3%	i	-15%
CN(C)C(=O)C1C2NC(=S)N(c3ccc(Cl)cc3)C1(C)Oc1ccc(Cl)cc12 (stereo not drawn)	-2%	-2%	0.1%	11%	-46%	13%	-18%	i	11%
COc1cc(C(Nc2ccccn2)c2c(NC(=O)c3ccco3)sc(C)c2C)cc(OC)c1OC (stereo not drawn)	x	-2%	26%	-1%	-23%	5%	-6%	u	10%
COc1ccc(CN(C)C(=O)C2CCN(C(=O)Nc3ccccc3)CC2)cc1	-1%	0%	-0.3%	u	4%	-11%	-1%	u	-2%
CCC(=O)N1CCc2cc(S(=O)(=O)NC(C(=O)NCc3ccc(OC)cc3)C(C)C)ccc21 (stereo not drawn)	-7%	x	0.5%	0%	1%	-15%	x	i	-6%
CC(NC(=O)Nc1ccccc1)C(c1cccs1)N1CCOCC1 (stereo not drawn)	14%	12%	-1.0%	-7%	-10%	18%	6%	i	0%
O=C(O)c1ccc(/C=N/Nc2ncc(C(F)(F)F)cc2Cl)cc1	19%	1%	4.7%	4%	-4%	u	-2%	i	-1%
CCOc1ccccc1N1CCN(C(=O)c2cccc(-c3ccc(O)cc3)c2)CC1	-32%	u	0.4%	u	-22%	u	-6%	u	-12%
Cc1ccc(S(=O)(=O)N(C)c2ccc(C(=O)N3CCCCC3)cc2)cc1	x	25%	-0.2%	u	-3%	u	-11%	x	-13%
Cc1cccc(C)c1OCCNC(=O)c1ccc2ccccc2n1	x	u	3.5%	-11%	-14%	u	-22%	i	u
Cc1ccc(C)c2c1cc(C)c1nnc(SCC(=O)N3CCCc4ccccc43)n12	-7%	4%	0.0%	-17%	-37%	12%	1%	i	10%
CCc1cccc(CC)c1NC(=O)C[n+]1cccc(C(N)=O)c1	-11%	16%	0.0%	u	2%	2%	9%	i	-1%
COc1ccc2[nH]cc(CCNC(=O)COc3cc(C)cc4oc(=O)cc(C)c34)c2c1	-15%	u	3.2%	-8%	-25%	u	2%	i	3%
NC(=O)CSc1nccn1Cc1ccccc1	-8%	-2%	-0.4%	-12%	-52%	2%	3%	u	1%
Cc1ccc(S(=O)(=O)N2[C@@H](c3ccccc3)C(C(=O)O)=CC[C@H]2c2ccc3c(c2)OCO3)cc1	-7%	-2%	0.0%	7%	1%	-16%	7%	i	-10%
COCCNC(=O)c1cc2c(c(-c3cccc(C#Cc4ccc(OC)c(OC)c4)c3)n1)[C@H](CCO)N(S(=O)C(C)(C)C)C2 (stereo partly drawn)	-25%	x	5.3%	3%	-8%	x	-7%	u	x
O=C(Nc1ccc2c(c1)OCCO2)C1c2ccccc2OCC(=O)N1CCc1c[nH]c2ccccc12 (stereo not drawn)	14%	x	6.3%	x	x	x	-5%	u	x
Cc1ccc(C2(C(F)(F)F)NC(=O)N3N=C4CCCCCN4C3=C2C#N)cc1 (stereo not drawn)	6%	2%	0.1%	5%	11%	3%	9%	i	7%
CN1CCN(C(=O)OCCOCCOC(=O)N2CCN(C)CC2)CC1	3%	-4%	-0.5%	7%	2%	7%	-8%	i	u
CC(C)Cn1c(N)c(C(=O)CSc2nnc(C3CC3)n2C2CC2)c(=O)n(C)c1=O	-1%	-3%	0.2%	0%	0%	-25%	7%	i	0%
CC[C@]1(C(=O)OC)[C@H]2C(=O)N(Cc3ccccc3)C(=O)[C@H]2[C@H]2CN(C)C(=NCc3ccccc3)N21	12%	-15%	-0.3%	1%	-44%	u	-3%	i	8%
Cc1ccc(NC(=O)COC(=O)CCc2nc3ccccc3c(=O)[nH]2)cc1Cl	10%	0%	0.2%	18%	2%	-9%	0%	i	-1%
COc1cc(CNCC(C)C)c(Br)cc1OCC(=O)NCc1ccccc1	-2%	3%	-0.7%	0%	-10%	15%	-1%	i	17%
Cc1ccc(-c2cc[n+](Cc3ccccc3)cc2)cc1	-7%	16%	-0.5%	-25%	-21%	7.3µM*	5%	i	-8%
O=C(CCCc1ccccc1)Nc1ccnn1C1CCN(Cc2ccccc2)CC1	-19%	22%	-0.4%	-1%	7%	3%	-13%	i	-1%
Cc1cc(C)n2nc(C(=O)NNC(=O)c3ccccc3)nc2n1	0%	-1%	0.3%	-5%	-2%	-15%	2%	i	5%
COC(=O)c1cc(Cl)c(NC(=O)c2cc3ccccc3o2)cc1OC	6%	-3%	3.8%	7%	-7%	u	11%	i	-8%
COc1cc(CNc2ccc3[nH]c(=O)[nH]c3c2)ccc1OCc1ccc(F)cc1	3%	13%	5.0%	-19%	-6%	-10%	-13%	i	-4%
CCn1cc(C(=O)NCCC2=CCCCC2)c(=O)c2cc(S(=O)(=O)N(C)C)ccc21	-20%	-1%	0.1%	-9%	-35%	-14%	-19%	u	-3%
Cc1cccc(NC(=O)C(=O)NCC2CCCN2S(=O)(=O)c2cccs2)c1C (stereo not drawn)	8%	15%	-0.3%	u	-21%	-8%	-2%	i	-8%
COCCCNC(=O)Nc1ccc(F)cc1F	2%	0%	-0.4%	1%	-13%	4%	7%	i	-7%
O=C(Nc1ccc(O)c2c(=O)cc(-c3cccc(Cl)c3)oc12)c1ccccc1Cl	-1%	5%	4.3%	-17%	-13%	-16%	10%	i	-4%
CN(CCOc1cccc2ccccc12)Cc1ccccc1	-1%	-3%	-1.0%	-18%	-1%	1%	-20%	i	3%
O=C(NCc1ccc(OC(F)(F)F)cc1)c1cccc2c1C(=O)c1ccc(N3CCC(Cc4ccccc4)CC3)cc1S2(=O)=O	1%	5.8µM*	3.5%	-12%	-3%	u	32%[activator]	i	-9%
CC(=O)Nc1ccc(C(=O)COC(=O)CCc2ccccc2)c(F)c1	3%	u	0.0%	3%	1%	19%	7%	i	3%
COc1ccc(/C=N/NC(=O)c2ccc(C)nc2)cc1O	17%	u	-2.0%	17%	-11%	0%	0%	i	-1%
Cc1cc(NC(=O)CSc2nccn2-c2cccc(Cl)c2)no1	5%	7%	0.0%	u	-5%	5%	12%	i	-2%
N#Cc1ccc(C#Cc2ccc3oc4ccccc4c(=O)c3c2)cc1	3%	19%	-0.9%	-8%	4%	-11%	1%	i	10%
COc1ccc(OC)c(C2=NOC(C(=O)NCC3CCCO3)C2)c1 (stereo not drawn)	3%	-10%	-0.2%	4%	-2%	-9%	-7%	i	8%
COc1ccc(CC(=S)N2CCOCC2)cc1F	-6%	0%	-0.6%	-2%	-5%	17%	7%	i	0%
CCN1C(C)=CC(=O)[C@@H](O)[C@H]1c1ccccc1Br	3%	-8%	-1.1%	1%	4%	-3%	-5%	i	-1%
CCCn1nnnc1NCc1ccccc1OCc1cccs1	4%	-10%	3.2%	0%	5%	-13%	2%	i	-6%
O=C(NCc1ccco1)c1ccc2c(=O)n(Cc3ccco3)c(SCC(=O)N3CCCC3)nc2c1	2%	5%	2.6%	-13%	-28%	u	2%	i	1%
CCn1c(Oc2ccccc2C)nc2c1c(=O)n(C)c(=O)n2C	x	-5%	-0.8%	20%	0%	u	-12%	i	-3%
Cc1ccc(S(=O)(=O)NCC(=O)N2CCOCC2)cc1	-3%	0%	0.1%	8%	-12%	4%	1%	i	2%

The listing continues.
SMILES	ATXN2 expr inh	MCF10A rereplic	Nrf2 activator	TGFb inhibitor	HepG2 tox	Nrf2 block	EPAC2 antag	ATXN viability	A549 tox
CC1CCCN(C(=O)CSc2nc3ccccc3o2)C1 (stereo not drawn)	40%[activator]	9%	1.8%	2%	-18%	3%	11%	i	0%
Cc1ccc(CNC(=O)Cn2c(=O)cc(C)c3c(C)nn(-c4cccc(F)c4)c32)cc1	-4%	x	0.7%	-14%	-15%	u	x	i	0%
CC1(C)CC(=O)C(C=NCCN2CCNCC2)=C(O)C1	-4%	-11%	0.2%[9.22 µM]	0%	-1%	3%	3%	i	1%
CC1CN(C(=O)CSc2nc(-c3ccc(F)cc3)cs2)CC(C)O1 (stereo not drawn)	-3%	-2%	-0.7%	11%	0%	u	10%	u	-13%
CCCc1cc(=O)oc2cc(OC(=O)CN3C(=O)NC4(CCCC4)C3=O)ccc12	-10%	0%	-0.8%	1%	3%	19%	-3%	i	0%

Copied from the list:
CC[C@]1(C(=O)OC)[C@H]2C(=O)N(Cc3ccccc3)C(=O)[C@H]2[C@H]2CN(C)C(=NCc3ccccc3)N21 – ATXN2 expr inh: 12%
CCC(=O)N1CCc2cc(S(=O)(=O)NC(C(=O)NCc3ccc(OC)cc3)C(C)C)ccc21 (stereo not drawn) – Nrf2 block: -15%
CCn1cc(C(=O)NCCC2=CCCCC2)c(=O)c2cc(S(=O)(=O)N(C)C)ccc21 – EPAC2 antag: -19%
